Source: PubChem BioAssay (several laboratories)
AHR act = human AHR activation; P35869; AHR-responsive luciferase reporter cells, luminescence; activation, % at 5 µM; 320,000 tested, 2.5% active; in the data active means activation above about 47%;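 further: 0% = vehicle wells and 100% = reference agonist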
Target sequence (P35869 whole entry, looked up): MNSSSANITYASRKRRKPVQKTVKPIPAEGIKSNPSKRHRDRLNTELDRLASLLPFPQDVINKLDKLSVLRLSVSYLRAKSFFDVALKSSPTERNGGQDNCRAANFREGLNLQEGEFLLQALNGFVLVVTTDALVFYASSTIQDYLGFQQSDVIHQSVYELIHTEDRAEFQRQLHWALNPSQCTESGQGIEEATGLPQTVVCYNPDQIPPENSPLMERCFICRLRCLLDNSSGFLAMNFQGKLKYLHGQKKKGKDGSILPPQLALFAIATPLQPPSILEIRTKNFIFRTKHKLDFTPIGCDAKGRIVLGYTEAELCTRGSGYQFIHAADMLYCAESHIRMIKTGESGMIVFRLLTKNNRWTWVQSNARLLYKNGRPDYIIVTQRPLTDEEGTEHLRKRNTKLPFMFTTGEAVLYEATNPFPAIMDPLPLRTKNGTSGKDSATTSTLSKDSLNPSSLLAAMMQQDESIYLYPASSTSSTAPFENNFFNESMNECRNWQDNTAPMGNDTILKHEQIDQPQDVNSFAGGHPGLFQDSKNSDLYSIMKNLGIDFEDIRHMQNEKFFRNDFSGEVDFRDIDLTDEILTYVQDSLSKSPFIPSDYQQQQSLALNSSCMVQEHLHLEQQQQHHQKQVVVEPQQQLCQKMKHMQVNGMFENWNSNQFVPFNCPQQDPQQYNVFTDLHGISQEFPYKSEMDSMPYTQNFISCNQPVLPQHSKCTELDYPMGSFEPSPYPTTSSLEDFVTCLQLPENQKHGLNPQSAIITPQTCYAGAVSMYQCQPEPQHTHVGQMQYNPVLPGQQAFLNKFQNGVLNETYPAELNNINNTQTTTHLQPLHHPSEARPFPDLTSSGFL
ZTA DNA inh = ZTA (EBV) inhibition in EBNA-1 counter-screen. 320,000 tested, 0.15% active. ZTA-DNA binding, fluorescence polarization. P03206. inhibition, % at 11 µM. AID 2234; in the data active means inhibition above about 33%
MEP2-GFP yeast = modulators of TOR pathway MEP2-GFP in S. cerevisiae; S. cerevisiae MEP2-GFP strain, flow cytometry GFP, 3 h; 100% = DMSO control level; GFP response vs DMSO, % at 10 µM; 330,000 tested, 0.51% active;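 active means GFP response versus DMSO above a set limit, roughly screen mean plus 3 SD, cut at about 180% in these data; inconclusive means fewer than 70 cells counted for a yeast strain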;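 further: median GFP fluorescence of the barcode-gated MEP2-GFP cells per well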
RPL19A TOR yeast = modulators of TOR pathway RPL19A-GFP in S. cerevisiae; S. cerevisiae RPL19A-GFP strain, flow cytometry, 3 h; hits give low values; percent response vs DMSO, % at 10 µM; 330,000 tested, 0.3% active; AID 2025;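 active means percent response vs DMSO below 50%; inconclusive means fewer than 70 events counted for the yeast strain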;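 further: median channel GFP fluorescence of the barcoded RPL19A-GFP strain; ratio of sample median GFP to plate DMSO average so 100% = DMSO; lower means less RPL19A-GFP as with rapamycin TOR inhibition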
LAP4-GFP MLPCN = alters LAP4-GFP fluorescence in TOR pathway yeast screen. GFP response vs DMSO, % at 10 µM. AID 2023. S. cerevisiae LAP4-GFP multiplex, flow cytometry GFP, 3 h; median GFP as percent of DMSO wells. 320,000 tested, 0.34% active;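 active means GFP response vs DMSO above a set limit, about the screen mean plus 3 SD, cut at about 150% in these data; inconclusive means under 70 cell events counted for the yeast strain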
EBNA-1 inhibitor = blocks EBNA-1 binding to DNA | EBNA-1 DNA binding, fluorescence polarization | 300,000 tested, 0.34% active | inhibition, % at 14.8 µM; in the data active means inhibition above about 28%
proCasp7 act = counter-screen for procaspase-3 activators: activators of human procaspase-7; recombinant procaspase-7, Ac-DEVD-pNA absorbance 405 nm; D23A/D198A/D206A triple mutant, cannot self-cleave; scale: DMSO 0, 5 µM enzyme 100; 330,000 tested, 0.093% active; activation, % at 8.5 µM; P55210;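 active means percent activation above the screen-wide mean plus 3 SD, cut at about 25% in these data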
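Assay system – Uncleavable procaspase-7 mutant enzyme · Quantity – 2 µM procaspase-7 mutant as dispensed · Times – 1 h preincubation, 2 h reaction · Dosing – single nominal 8.5 µM compound dose, 0.8% DMSO final · Buffer or medium – Zinc-free 50 mM HEPES buffer, pH 7.4, with NaCl and Triton X-100 · Detection – Epi-absorbance of released pNA at 405 nm, two timepoints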
procasp3 activ = activates human procaspase-3; P42574; recombinant procaspase-3 D3A, Ac-DEVD-pNA absorbance 405 nm; activation, % at 8.5 µM; 330,000 tested, 0.11% active; AID 463141;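 active means activation above the mean of all tested compounds plus 3 SD, cut at about 21% in these data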;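 further: 0% = DMSO alone and 100% = DMSO wells spiked with extra 5 µM PC-3 D3A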
Target sequence (P42574 whole entry D9A/D28A/D175A): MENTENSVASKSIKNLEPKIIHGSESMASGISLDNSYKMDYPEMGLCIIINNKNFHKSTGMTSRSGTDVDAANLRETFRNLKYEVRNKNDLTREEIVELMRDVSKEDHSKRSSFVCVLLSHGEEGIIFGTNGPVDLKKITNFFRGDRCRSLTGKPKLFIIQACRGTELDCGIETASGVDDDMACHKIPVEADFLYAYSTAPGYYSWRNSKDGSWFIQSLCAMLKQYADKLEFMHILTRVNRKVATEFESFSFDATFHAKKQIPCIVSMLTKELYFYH
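System: Procaspase-3 D3A mutant. Medium: Zinc-free 300 mM NaCl, 50 mM HEPES, 0.01% Triton X-100. Schedule: 1 h preincubation plus 2 h reaction at 25 °C. Measured by: 405 nm absorbance of p-nitroaniline, reads at 0 and 120 min. Read-out: percent activation relative to control range.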
An asterisk follows results filed as active; ? = inconclusive; nt = no result given.

nr	SMILES	AHR act	ZTA DNA inh	MEP2-GFP yeast	RPL19A TOR yeast
1	O=C(CSc1nncn1-c1ccccc1)NCc1cccs1	1	0	104	95
2	CCCCN(C(=O)c1ccco1)C1CCS(=O)(=O)C1 (stereo not given)	0	-6	105	106
3	O=C(Nc1cccc([N+](=O)[O-])c1)Nc1ccc(Cl)cn1	2	-1	96	97
4	O=C(COc1ccc(-c2ccccc2)cc1)N1CCN(S(=O)(=O)Cc2ccccc2)CC1	1	1	97	99
5	COc1ccc(-c2nnc(SC(C)C(=O)Nc3ccc4c(c3)OCCO4)o2)cc1 (stereo not given)	7	3	102	97
6	CCN1C(=O)[C@H]2[C@@H](c3ccc(SC4CCCCC4)c(OC)c3)N[C@@](Cc3ccccc3)(C(=O)OC)[C@H]2C1=O	-2	-15	95	96
7	CC1CCC/C(=C\Nc2ccc(O)cc2)C1=O (stereo not given)	7	8	108	108
8	COc1ccc(C(=O)N/C(=C\c2cc(OC)c(OC)cc2[N+](=O)[O-])C(=O)NCC(=O)O)cc1	2	12	95	96
9	O=C1COc2ccc(S(=O)(=O)N3CCN(c4ccccc4)CC3)cc2N1	1	-5	89	80
10	COc1ccc(CNS(=O)(=O)c2ccc3c(c2)NC(=O)CS3)cc1	9	3	98	94

nr	LAP4-GFP MLPCN	EBNA-1 inhibitor	proCasp7 act	procasp3 activ
1	97	-2	6	-1
2	100	1	8	1
3	111	1	4	-2
4	101	18	5	-3
5	93	-1	11	-2
6	106	19	7	0
7	108	-2	-6	-13
8	108	4	-2	0
9	?	3	7	3
10	91	-5	-5	0

(next part)
nr	SMILES	AHR act	ZTA DNA inh	MEP2-GFP yeast	RPL19A TOR yeast
11	CCCCN(C(=O)CCSc1ccc(F)cc1)c1c(N)n(Cc2ccccc2)c(=O)[nH]c1=O	4	-9	99	106
12	CCC1Oc2ccc(C)cc2N(CC(=O)NCCCN2CCCCC2CC)C1=O (stereo not given)	-1	-6	106	98
13	Cc1cccc(NC(=S)NNC(=O)c2sccc2C)c1	2	-3	106	102
14	CCOC(=O)c1c(NC(=O)/C=C/C(=O)O)sc(C)c1-c1ccc(F)cc1	4	-8	92	94
15	CC(=O)c1ccc(OCCCC(=O)Nc2ccc(S(=O)(=O)N3CCOCC3)cc2)cc1	0	14	100	100
16	COc1cccc(SCc2noc(C(=O)NCCN(C)C)c2C(=O)NCCN(C)C)c1	-1	-5	103	98
17	Cc1cc(C)n(C(=O)CNC(=O)C(c2ccccc2)c2ccccc2)n1	1	0	97	97
18	Cc1ccc(C)c(-c2csc(NC(=O)c3c(C)noc3C)n2)c1	8	5	92	95
19	COC(=O)c1ccccc1S(=O)(=O)Nc1ccc2cn[nH]c2c1	22	3	99	107
20	COC(=O)C1CC(=O)c2sccc2C1 (stereo not given)	5	-11	101	99

nr	LAP4-GFP MLPCN	EBNA-1 inhibitor	proCasp7 act	procasp3 activ
11	116	-3	-3	0
12	114	0	5	-3
13	104	4	2	-2
14	113	2	9	5
15	106	-2	10	0
16	100	-5	1	3
17	100	13	4	-2
18	97	nt	2	3
19	103	1	2	-4
20	83	-22	-2	1

Compound profiles, from the list above. Values in the order: AHR act, ZTA DNA inh, MEP2-GFP yeast, RPL19A TOR yeast, LAP4-GFP MLPCN, EBNA-1 inhibitor, proCasp7 act, procasp3 activ
COc1cccc(SCc2noc(C(=O)NCCN(C)C)c2C(=O)NCCN(C)C)c1 as listed: -1, -5, 103, 98, 100, -5, 1, 3
CCCCN(C(=O)CCSc1ccc(F)cc1)c1c(N)n(Cc2ccccc2)c(=O)[nH]c1=O as listed: 4, -9, 99, 106, 116, -3, -3, 0

More records follow:
nr	SMILES	AHR act	ZTA DNA inh	MEP2-GFP yeast	RPL19A TOR yeast
21	COC(=O)[C@@]12CCCCN1[C@H](c1ccc(-c3ccc(C(C)=O)cc3)c(OC)c1)[C@@H]1C(=O)N(C)C(=O)[C@@H]12	17	-2	nt	nt
22	CCOC(=O)c1cc(-c2ccccc2)sc1NC(=O)C(C)OC(=O)c1cccc(S(=O)(=O)N(C)C)c1 (stereo not given)	-2	-2	126	112
23	CN(CC(=O)Nc1ccccc1Cl)C(=O)COC(=O)c1ccccc1[N+](=O)[O-]	2	2	100	99
24	Cc1ccccc1Oc1cc(NC(=O)Cn2cnc([N+](=O)[O-])c2)cc([N+](=O)[O-])c1	-1	-4	106	109
25	CCCN1C(=O)/C(=C\C=C2/C=CN(CC)c3ccccc32)SC1=S	8	-7	102	102
26	Cc1ccc(OCC(=O)NC(C)c2ccccc2)cc1C (stereo not given)	8	-3	105	103
27	COc1ccc(NC(=O)CS(=O)CC(=O)Nc2cccc3cccnc23)cc1 (stereo not given)	8	8	117	105
28	COc1ccc(Cl)cc1NC(=O)c1cc(-c2ccco2)on1	10	2	108	99
29	CC1N(C)c2cc(NC(=O)c3cccs3)c(P(=O)(Nc3ccc([N+](=O)[O-])cc3)N3CCOCC3)cc2C1(C)C (stereo not given)	7	2	95	98
30	O=C(CC1CCS(=O)(=O)C1)NC1CCCCC1 (stereo not given)	-1	25	101	101

nr	LAP4-GFP MLPCN	EBNA-1 inhibitor	proCasp7 act	procasp3 activ
21	nt	-16	-5	-2
22	98	-7	9	7
23	108	1	12	-4
24	110	-5	5	-15
25	104	-6	-20	-10
26	107	1	-2	2
27	103	3	-1	6
28	102	-2	-3	-4
29	97	-4	-5	2
30	102	10	-2	1

Additional records follow:
nr	SMILES	AHR act	ZTA DNA inh	MEP2-GFP yeast	RPL19A TOR yeast
31	Cn1cc(S(=O)(=O)N2CCc3ccccc32)cc1C(=O)NC1CCCCC1	4	15	97	98
32	COc1cccc(C(=O)N2CCN(C(=O)c3cccc(F)c3)CC2)c1	4	11	98	95
33	Cc1cc(C)n(C(=O)Cn2nc(C)c(Cl)c2C)n1	0	-10	86	90
34	CC1CCC(NC(=O)CN2C(=O)c3cccnc3Oc3ccc(Cl)cc32)CC1 (stereo not given)	8	-7	93	96
35	COc1ccc(CC(=O)Nc2ccc3c(c2)CCC3)cc1OC	11	-26	110	101
36	COc1cccc(-c2nnc(SCC(=O)N3CCOCC3)o2)c1	18	-26	102	105
37	CC(C(=O)Nc1cccc(Br)c1)c1ccc([N+](=O)[O-])cc1 (stereo not given)	5	-10	102	107
38	CC1CCCN(c2ccc(C(=O)NCc3ccc4c(c3)OCO4)cc2[N+](=O)[O-])C1 (stereo not given)	13	1	97	96
39	Cc1ccc(S(=O)(=O)N(C)C)cc1NC(=O)COC(=O)C1CC1	-2	2	102	99
40	COc1cc(CCC(=O)Nc2ccc(S(=O)(=O)N3CCOCC3)cc2)cc(OC)c1OC	2	-3	98	95

nr	LAP4-GFP MLPCN	EBNA-1 inhibitor	proCasp7 act	procasp3 activ
31	105	14	4	8
32	95	5	0	-5
33	77	5	9	4
34	89	-6	3	3
35	103	-4	3	8
36	99	5	0	5
37	102	-12	13	2
38	93	4	-2	-5
39	112	-1	3	1
40	98	nt	0	-3

Next results:
nr	SMILES	AHR act	ZTA DNA inh	MEP2-GFP yeast	RPL19A TOR yeast
41	Cc1nc(/N=C(\N)NC(=O)NC2CCCCC2)nc2ccccc12	17	5	99	99
42	Cc1cccc2nc(COc3ccc4ccccc4c3Br)cn12	16	-4	95	93
43	Cc1ccc(NC(=O)CSc2ncccn2)c([N+](=O)[O-])c1	-3	12	97	89
44	CCCN1C(=O)/C(=C2\SC(=S)N(c3c(C)n(C)n(-c4ccccc4)c3=O)C2=O)c2ccccc21	2	8	95	98
45	Cc1ccc(S(=O)(=O)N(CC(=O)N2CCC(C(N)=O)CC2)Cc2ccc(F)cc2)cc1	-1	21	107	99
46	Cc1ccccc1NS(=O)(=O)c1ccc(C(=O)NCC(C)(C)N2CCOCC2)cc1	1	4	100	103
47	Cc1c(C(=O)NCc2ccccn2)oc2ccc(S(=O)(=O)N3CCC4(CC3)OCCO4)cc12	4	25	97	97
48	O=C1CSC(c2ccc(F)c(F)c2)N1c1ccccc1F (stereo not given)	3	-1	105	102
49	CCN(Cc1ccccc1)C(=O)CN1C(=O)COc2ccc(S(=O)(=O)N3CCCCCC3)cc21	0	-2	108	103
50	Cc1ccc(NC(=O)c2sc3nc[nH]c(=O)c3c2C)c(C)c1	10	-10	99	102

nr	LAP4-GFP MLPCN	EBNA-1 inhibitor	proCasp7 act	procasp3 activ
41	103	-9	4	-4
42	122	2	4	-2
43	92	12	3	1
44	106	13	-16	-25
45	95	3	4	8
46	110	-12	12	0
47	117	12	-5	1
48	97	5	10	-2
49	100	2	12	5
50	100	-16	9	2

(next part)
nr	SMILES	AHR act	ZTA DNA inh	MEP2-GFP yeast	RPL19A TOR yeast
51	Cc1cccc(-c2noc(CNC(=O)c3ccco3)n2)c1	7	-12	109	107
52	CCOC(=O)COn1c(=O)c(-c2cccs2)[n+]([O-])c2ccccc21	7	7	100	99
53	O=S(=O)(Nc1ccc(C(F)(F)F)cc1)c1cccs1	-1	9	109	101
54	Clc1ccc(CN2CCCCCC2)cc1	1	4	90	103
55	CC(C)(C)C(=O)Nc1nnc(SCC(=O)Nc2nccs2)s1	1	5	98	96
56	CCCOc1nc2c(c(=O)n(C)c(=O)n2C)n1CCC	4	2	105	98
57	CCOC(=O)N1CCN(C(=O)c2cc(-c3ccc(F)cc3)[nH]c2C)CC1	9	-5	101	100
58	NC(=O)c1ccc(NC(=O)C2COc3ccccc3O2)cc1 (stereo not given)	-3	3	97	103
59	O=C(NCc1cccc(C(F)(F)F)c1)C1CC(c2ccccc2[N+](=O)[O-])=NO1 (stereo not given)	20	-2	102	94
60	CCC(C)(C)NC(=O)C(c1cccnc1)N(C(=O)c1csnn1)c1ccccc1 (stereo not given)	-1	0	74	97
61	Cc1ccccc1NC(=O)c1[nH]cnc1C(=O)NN	29	1	115	101
62	COc1ccc(Cl)cc1S(=O)(=O)N(C)CC(=O)N1CCCC1	-2	16	105	101
63	CCN(CC(=O)Nc1c(F)cccc1F)C(=O)CNC(=O)c1ccc(C)s1	3	-7	97	102

nr	LAP4-GFP MLPCN	EBNA-1 inhibitor	proCasp7 act	procasp3 activ
51	103	-8	6	3
52	113	1	7	5
53	100	-9	8	0
54	92	1	-2	-3
55	114	6	-6	-2
56	106	4	1	5
57	106	-8	6	2
58	97	-9	0	-1
59	98	-12	6	5
60	105	2	8	-5
61	108	8	-6	7
62	96	3	5	4
63	106	-10	9	7

In the list so far, these have two or more sulfur atoms:
nr	SMILES	AHR act	ZTA DNA inh	MEP2-GFP yeast	RPL19A TOR yeast
1	O=C(CSc1nncn1-c1ccccc1)NCc1cccs1	1	0	104	95
10	COc1ccc(CNS(=O)(=O)c2ccc3c(c2)NC(=O)CS3)cc1	9	3	98	94
13	Cc1cccc(NC(=S)NNC(=O)c2sccc2C)c1	2	-3	106	102
22	CCOC(=O)c1cc(-c2ccccc2)sc1NC(=O)C(C)OC(=O)c1cccc(S(=O)(=O)N(C)C)c1 (stereo not given)	-2	-2	126	112
25	CCCN1C(=O)/C(=C\C=C2/C=CN(CC)c3ccccc32)SC1=S	8	-7	102	102
44	CCCN1C(=O)/C(=C2\SC(=S)N(c3c(C)n(C)n(-c4ccccc4)c3=O)C2=O)c2ccccc21	2	8	95	98
53	O=S(=O)(Nc1ccc(C(F)(F)F)cc1)c1cccs1	-1	9	109	101
55	CC(C)(C)C(=O)Nc1nnc(SCC(=O)Nc2nccs2)s1	1	5	98	96

nr	LAP4-GFP MLPCN	EBNA-1 inhibitor	proCasp7 act	procasp3 activ
1	97	-2	6	-1
10	91	-5	-5	0
13	104	4	2	-2
22	98	-7	9	7
25	104	-6	-20	-10
44	106	13	-16	-25
53	100	-9	8	0
55	114	6	-6	-2

The order is random; any-hit rate near 3.8%.
